Compound activity: PubChem, National Center for Advancing Translational Sciences (NCATS)
HEK293 viab – GF-AFC viability counterscreen for inhibitors of alpha-synuclein gene (SNCA) expression; HEK-293-SNCA-luc viability, GF-AFC fluorescence, 24 h; Potency, µM (titrated, usually from 57.1 µM), for inactives: at the top dose activity change, negative = cytotoxicity, most hits filed as cytotoxic; hit rate 0.12% among 150,000; AID 1671193, 2021;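 also: potency is read from the fitted curve at half-maximal effect; 0% = DMSO-treated cells and -100% = medium-only wells without cells; nearly all actives have a fitted effect of over 30% in size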
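Cytotoxicity counterscreen: after 24 h compound treatment of genome-edited SNCA-luciferase HEK-293 cells, live-cell protease substrate GF-AFC read by fluorescence after 30 min; activity scaled between DMSO (0%) and medium-only (-100%), curves Hill-fitted.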
NIH3T3 tox – Cytotoxic Profiling in NIH 3T3 Cell Line of Diverse Libraries Using Quantitative High-Throughput Screening; NIH 3T3 viability, CellTiter-Glo ATP luminescence, 48-72 h; Potency, µM (highest dose often 96.7 µM), for inactives: top-dose activity change, negative = cytotoxicity, most hits filed as inhibitors; hit rate 4.3% among 94,000; AID 1345082, 2018; also: potency is read from the fitted curve at half-maximal effect; nearly all actives have a fitted effect of over 55% in size
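First NIH 3T3 cells are plated at 400 cells/well; next compound is pinned in; then plates incubate 48 or 72 hr at 37 °C; finally CellTiter-Glo is added and luminescence read after 10 min.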
HEK293 tox – Cytotoxic Profiling in HEK 293 Cell Line of Diverse Libraries Using Quantitative High-Throughput Screening. Potency, µM (titrated, usually from 115 µM), for inactives: top-dose activity change, negative = cytotoxicity, hits mostly inhibitors. HEK 293 viability, ATP luminescence (CellTiter-Glo), 48-72 h. hit rate 6.6% among 94,000. AID 1345083, 2018; also: potency is read from the fitted curve at half-maximal effect; nearly all actives have a fitted effect of over 60% in size
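Pintool-delivered compounds were incubated with HEK 293 cells (250 cells/well) at 37 degree Celsius for 48 or 72 hr. ATP-dependent luminescence (CellTiter-Glo) then reported remaining viable cells.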
Luciferase inh – Firefly luciferase inhibition profiling of diverse chemical library using quantitative high-throughput screening. purified P. pyralis luciferase, luminescence, biochemical. Luciferin 4-monooxygenase (Photinus pyralis), P08659. AID 1347043, 2019. hit rate 2.5% among 76,000. Potency, µM (top dose mostly 115 µM), inactives show at the top dose activity change, negative = inhibition, hits mostly inhibitors; also: potency is read from the fitted curve at half-maximal effect; nearly all actives have a fitted effect of over 65% in size
Target sequence (P08659 whole entry, looked up): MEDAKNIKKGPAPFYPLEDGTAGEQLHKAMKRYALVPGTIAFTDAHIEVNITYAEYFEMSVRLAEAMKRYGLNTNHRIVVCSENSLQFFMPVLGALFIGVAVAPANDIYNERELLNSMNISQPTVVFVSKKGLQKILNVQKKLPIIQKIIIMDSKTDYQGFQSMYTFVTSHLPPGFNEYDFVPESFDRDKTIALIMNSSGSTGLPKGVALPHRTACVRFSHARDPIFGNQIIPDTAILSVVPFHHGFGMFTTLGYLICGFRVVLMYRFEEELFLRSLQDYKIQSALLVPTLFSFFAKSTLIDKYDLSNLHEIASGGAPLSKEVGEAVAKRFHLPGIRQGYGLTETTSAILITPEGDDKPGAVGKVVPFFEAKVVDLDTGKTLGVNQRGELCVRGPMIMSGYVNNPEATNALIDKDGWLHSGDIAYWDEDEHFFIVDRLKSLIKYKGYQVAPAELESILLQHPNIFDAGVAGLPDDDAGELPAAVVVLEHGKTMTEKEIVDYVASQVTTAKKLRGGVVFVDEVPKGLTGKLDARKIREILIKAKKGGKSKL
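Biochemical qHTS: compound (6-point titration) added to 10uM D-luciferin plus 10uM ATP in Tris acetate pH 7.5 buffer with Mg, Tween-20 and BSA, then purified enzyme at 10nM; light output imaged.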
IP6K1 inhibitor – Primary qHTS assay for small molecule inhibitors of Inositol hexaphosphate kinase 1 (IP6K1); Inositol hexakisphosphate kinase 1 (Homo sapiens), Q92551; IP6K1 kinase, ADP-Glo luminescence, 2 h; stronger effect = lower value; activity change, % (series mostly up to about 58 µM); hit rate 0.81% among 140,000; AID 1645851, 2021; in the data active = activity change below about -25%
Target sequence (Q92551 whole entry, looked up): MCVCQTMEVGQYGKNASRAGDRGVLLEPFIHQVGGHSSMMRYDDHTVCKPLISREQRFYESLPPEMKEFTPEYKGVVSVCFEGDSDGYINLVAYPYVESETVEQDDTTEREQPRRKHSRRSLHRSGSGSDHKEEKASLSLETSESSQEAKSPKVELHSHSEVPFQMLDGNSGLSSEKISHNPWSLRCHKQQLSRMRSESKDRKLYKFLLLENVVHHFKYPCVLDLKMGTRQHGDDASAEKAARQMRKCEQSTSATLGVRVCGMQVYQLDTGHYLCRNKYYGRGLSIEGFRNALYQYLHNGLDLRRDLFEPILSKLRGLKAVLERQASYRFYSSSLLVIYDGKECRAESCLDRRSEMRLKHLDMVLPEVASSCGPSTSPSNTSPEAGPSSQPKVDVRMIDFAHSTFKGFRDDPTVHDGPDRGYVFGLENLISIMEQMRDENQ
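ADP-Glo luminescence measures ADP made by human IP6K1 during a 2 h RT reaction with ATP/IP6 (mix at 1.3 mM/130 uM); top library doses 57.5 and 19.1 uM final.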
SNCA expr inhib – Primary qHTS assay for inhibitors of alpha-synuclein gene (SNCA) expression; HEK-293 SNCA-luciferase knock-in, luminescence, 24 h; Potency, µM (series often up to 57.2 µM), inactives show at the highest dose activity change, negative = inhibition, hits mostly inhibitors; hit rate 0.17% among 140,000;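 also: potency is read from the fitted curve at half-maximal effect; plate controls were DMSO cells for no effect and cell-free wells for full effect; nearly all actives have a fitted effect of over 45% in size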
GPT2 inhibitor – Primary qHTS assay for inhibitors of Glutamate pyruvate transaminase 2 (GPT2) | Alanine aminotransferase 2 (Homo sapiens), Q8TD30 | Potency, µM (doses to about 57.7 µM), for the others: at the top dose activity change, negative = inhibition, most hits filed as inhibitors | Recombinant GPT2, coupled pyruvate oxidase/HRP Amplex Red fluorescence | AID 1671188, 2021 | hit rate 0.25% among 100,000; also: potency is read from the fitted curve at half-maximal effect; nearly all actives have a fitted effect of over 60% in size; many of its hits are not listed in these tables
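Fluorescence read-out: pyruvate from GPT2 turnover coupled to pyruvate oxidase, HRP and Amplex Red (0.2mM ThPP, 0.2U/mL PO and HRP, 50uM Amplex final). Substrates 250uM a-KG, 2mM L-alanine; enzyme 10ng/uL; 30 min RT.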
Starred values were filed as active, the others as inactive; i = inactive; u = inconclusive; x = no result given; [ ] = another dose, or the depositor's remark. Unless noted, calls follow the shape of the dose curve; as a rule, active = well fitted curve in the direction sought with a large enough effect; inconclusive = small, poorly fitted or top-dose-only effect, or another doubt; inactive = no such curve, though single readings can be large; an effect the other way counts as inactive or inconclusive. Unless noted, % is scaled to controls: 0 for no effect and ±100 for the full control effect. A portion of the library, so the mix of outcomes need not match the whole.

SMILES | HEK293 viab | NIH3T3 tox | HEK293 tox | Luciferase inh | IP6K1 inhibitor | SNCA expr inhib | GPT2 inhibitor
O=C(C1CCCC1)N1CC2(CCN(Cc3c[nH]c4ccccc34)CC2)Cc2ccccc21 | u | 13µM* | 20µM* | x | -5 | u | 3%
O=C(COc1ccccc1)N1CCC(c2n[nH]c(=O)n2Cc2ccc(F)cc2)CC1 | -10% | 28µM* | u | 3% | 9 | -9% | i
COc1cc(NC(=O)O[C@@H]2CC[C@]3(C)C(CC[C@@H](O)[C@H]3CC(=O)N3CCCCC3)[C@]2(C)CO)cc(OC)c1OC (stereo not given in full) | -17% | u | u | -4% | 2 | 15% | i
CN(C)C1(CNC(=O)COc2ccc(C(C)(C)C)cc2)CCCCC1 | 15% | x | x | x | -3 | -6% | x
CCS(=O)(=O)N1CCC(Oc2cccc(C(=O)NCc3ccccn3)c2)CC1 | 3% | -28% | u | -2% | 11 | 15% | -7%
Cc1ccc(-n2nc(CO)c(C(=O)NCCc3ccccc3)n2)cc1 | 3% | x | x | x | 8 | 17% | x
CN(C)c1ccc(CNC(=O)CCCN2C(=O)c3cccnc3Oc3ccc(Cl)cc32)cc1 | -10% | x | x | x | 15 | 65%[activator] | x
CC(NC(=O)C1CCN(C(=O)c2ncn3c2COC(c2ccc(F)cc2)C3)CC1)c1ccccc1 (stereo not given) | 0% | -28% | u | u | 0 | -7% | i
CCc1cccc(C)c1NC(=O)c1cnn(-c2ccc(OC)cc2)c1C1CCN(C(=O)OC(C)(C)C)CC1 | -18% | x | x | x | 8 | u | x
NCc1ccccc1-c1ccc(F)cc1 | -1%[87.6 µM] | -10%[138 µM] | -29%[172 µM] | x | -6 | 1%[87.6 µM] | -9%[88.5 µM]
CCN1C(=O)Cc2ccccc2C1C(=O)NCc1ccccc1C (stereo not given) | 3% | 3% | -8% | 0% | -3 | -19% | -22%
COc1ccc(F)cc1-c1cccc(C(=O)NCC(=O)N2CCOCC2)c1 | x | u | u | x | -8 | x | x
Cc1noc([C@@H]2CN(Cc3ccccc3F)C[C@H]2CO)n1 | 0% | -2% | -10% | 6% | 1 | 1% | 3%
O=c1cc(N2CCOCC2)oc2c(Nc3ccccc3)nccc12 | 5%[87.6 µM] | 40µM* | -14%[172 µM] | -8%[172 µM] | -8 | 21%[87.6 µM] | 1%[88.5 µM]
COCCN1CCC(N2CCN(S(=O)(=O)c3ccccc3Cl)CC2)C1=O (stereo not given) | 5% | -7% | -8% | -7% | 3 | -4% | 4%
CC(C)NC(=O)C1c2ccccc2C(=O)N(Cc2ccco2)C12CCCCC2 (stereo not given) | -9% | -19% | -29% | -2% | 8 | -11% | -13%
COc1cc2c(cc1OC)C(C[C@H]1CN(S(=O)(=O)c3ccc(C#N)cc3)CC[C@H]1CC(=O)O)=NCC2 | 15% | -18% | -19% | -1% | -8 | 15% | 3%
Cc1c(C(=O)N2CCN(c3ccc(F)cc3)CC2)sc2nc3n(c(=O)c12)CCC3 | 3% | x | x | x | -6 | 38%[activator] | x
COc1ccc(NC(=O)N2CCCC(Cc3noc(-c4cnccn4)n3)C2)cc1 (stereo not given) | -20% | -2% | -7% | -11% | 5 | 19% | -19%
Cc1ccc(-n2c(C3CCN(C(=O)c4ccc(F)cc4Cl)CC3)n[nH]c2=O)cc1 | -8% | u | -2% | -4% | -15 | -4% | 4%
Cc1c(C(=O)N2CCN(c3ccccc3)CC2)sc2nc3n(c(=O)c12)CCC3 | 1% | x | x | x | -11 | 10% | x
C[S+](=O)([O-])N1CC2(CCCN(Cc3ccccn3)C2)Cc2ccccc21 (stereo not given) | -4% | 0% | -11% | x | -9 | -20% | i
CNC(=O)c1cccc(-c2cnc3[nH]cc(CC(=O)NC4CCC4)c3c2)c1 | -24%[87.6 µM] | 40µM* | u | u | -8 | 5%[87.6 µM] | i
CNC(=O)c1cc(C)nc2onc(C3CCN(C(=O)c4ccc(Cl)nc4)C3)c12 (stereo not given) | x | -21% | -9% | x | -2 | x | x
O=c1n(-c2ccc(Cl)cc2)nc2n1CCN(Cc1ccc(F)cc1)C2 | -19% | 28µM* | 40µM* | x | 0 | 18% | i
Cc1[nH]nc(C(F)(F)F)c1Cc1sc2c(c1C(=O)N1C[C@](C)(O)CO1)c(=O)n(C)c(=O)n2C(C)C | u | x | x | x | -5 | x | i
Cc1cnn(CCC(=O)N2C[C@@H](CO)[C@H](c3nc(C4CC4)no3)C2)c1 | 8% | -21% | -12% | -3% | 2 | 3% | 1%
Cc1ccccc1-c1nnc(SCC(=O)N(C)C2CCCCC2)o1 | -8% | x | x | x | -2 | 186%[activator] | x
Cc1ccc(CNC(=O)Cn2ccn(-c3cccc(Cl)c3)c(=O)c2=O)cc1 | -3% | x | x | x | -11 | u | x
O=C(NC[C@H]1COCc2nc3cc(F)ccc3n21)c1ccccc1 | 8%[87.6 µM] | -16%[138 µM] | -9%[172 µM] | -4%[172 µM] | 3 | -8%[87.6 µM] | 4%[88.5 µM]
CCN1CCN(C(=O)c2ccc(N3CC4CC(C3)[C@H]3CCCC(=O)N3C4)nc2)CC1 (stereo not given in full) | -2% | -2% | 1% | -1% | 31 | -23% | -10%
Cc1ccc(NC(=O)CN2C(=O)NC(c3ccccc3Cl)C3=C2COC3=O)cc1C (stereo not given) | 0% | u | u | u | -2 | -16% | -16%
O=C1CCN(C(=O)c2ccccc2)CCCC(C(=O)NCCCc2ccccc2)CCN1 (stereo not given) | -3% | -11% | 3% | 5% | 5 | -20% | i
Cc1nn(C)c2ncnc(N3CCC4(C3)C(=O)N(CC(N)=O)c3ccccc34)c12 (stereo not given) | -7% | -14% | -4% | -6% | 15 | u | -9%[11.5 µM]
CCN1CCN(c2csc3ccc(Br)cc3c2=O)CC1 | 7% | x | x | x | -21 | 30% | x
COc1cccc(N2CCN(C(=O)c3cccc(NC(=O)c4nsc5ccccc45)c3)CC2)c1 | 3% | x | x | x | -10 | 28% | x
COc1ccc(NC(=O)Cn2c(=O)n(CC3CCCO3)c(=O)c3ccccc32)c(OC)c1 (stereo not given) | 4% | x | x | x | -14 | 20% | x
CCC[C@@H]1O[C@@H]2C[C@H]3[C@@H]4CCC5=CC(=O)C=C[C@]5(C)[C@H]4[C@@H](O)C[C@]3(C)[C@]2(C(=O)CO)O1 | u | x | x | x | 8 | x | -14%
COc1ccccc1C(=O)Nc1cc(-c2ccncc2)nn1-c1ccccc1 | u | u | u | x | -1 | 5% | i
Cn1nccc1CN1CCn2c(nn(-c3ccc(C(F)(F)F)cc3)c2=O)C1 | -8% | u | u | x | 12 | u | i
COc1ccc(C(=O)N2CCN(C(=O)c3nnn4c3COC(c3ccc(Cl)cc3)C4)CC2)cc1 (stereo not given) | 9% | -45% | -35% | -14% | -9 | u | 2%
Cc1nn(-c2ccc(F)cc2)c(-n2cccc2)c1C(=O)N1CCCCC1C (stereo not given) | -6% | x | x | x | 20 | 0% | x
O=C(Cn1nc2c(cc1=O)CCCC2)NCCc1nc(-c2ccccc2)cs1 | 5% | -18% | u | 2% | 2 | -8% | 5%
Cc1ccc(N2CCN(C(=O)CCc3ccnc(N4CCOCC4)c3)CC2)cc1 | -4% | -25% | -30% | 5% | 19 | 3% | 1%
COc1ccc(-c2cn(C)c(=O)n3cc(CN4CCN(C)CC4)nc23)cn1 | 6%[87.6 µM] | u | -2%[172 µM] | -3%[172 µM] | -6 | 21%[87.6 µM] | -9%[88.5 µM]
CNC(=O)[C@@H]1C[C@@H](n2cc(CN(C)C(=O)Nc3ccc(C)c(C)c3)nn2)CN1 | 5% | -12% | -17% | -7% | -10 | 96%[activator] | 1%
O=C(Cc1ccsc1)N1CCCC1c1nc(C2CCOCC2)no1 (stereo not given) | 10% | -21% | -2% | 0% | 11 | 22% | i
O=C(Nc1cccnc1)c1ccc2c(c1)OCCN(c1cccc(OC(F)(F)F)c1)C2 | u | u | 28µM* | 6%[172 µM] | -2 | u | 2%[88.5 µM]
COCCC1(CO)CCCN(c2ncc(F)c(N3CCCC3)n2)C1 (stereo not given) | -7% | u | u | u | 5 | 65%[activator] | u
COCCN1CCC2(CCC1=O)CN(C(=O)c1ccco1)CCN2C (stereo not given) | -5% | i | -2% | -2% | 10 | 2% | -11%
CCOc1ccc(NCc2cccn2-c2nnc(N3CCC(C(=O)NCCOC)CC3)s2)cc1 | -16% | x | x | x | 27 | 29% | x
O=S1(=O)c2ccccc2N(Cc2ccc(Cl)cc2)c2ccccc21 | 0% | x | x | x | 33 | -30% | x
CN(Cc1cccc(-c2nn[nH]n2)c1)C(=O)C1CCCN(CC(N)=O)C1 (stereo not given) | -6% | -1% | -1% | -4% | -11 | 8% | u
CCC(C)(C)C(=O)N[C@@H]1CN(c2ccncn2)C[C@H]1CO | 3% | -12% | -1% | -9% | -2 | 25% | 4%
Cc1nc2ccccc2n2c(-c3ccccc3)c3c(=O)n(C)c(=O)n(C)c3c12 | -3% | x | x | x | -4 | -5% | x
O=C(NC1CCCCC1)N1Cc2[nH]cnc2C[C@H]1c1nc(-c2ccc3ccccc3c2)no1 | 1% | 1% | -5% | 25µM* | -11 | 109%[activator] | i
Cc1ccc(OCC(=O)NCC(=O)OCc2cc(=O)n3nc(C)sc3n2)cc1 | 14% | x | x | x | -2 | 8% | x
Cc1ccc(NC(=O)C2CCN(S(=O)(=O)c3c(C)noc3/C=C/c3cccs3)CC2)cc1F | -12% | x | x | x | 11 | u | x
CCOC(=O)c1ccc(NC(=O)Cn2ncc3c(C)n(Cc4ccccc4F)c(C)c3c2=O)cc1 | 7% | x | x | x | 0 | 27% | x
COc1cccc(CC(=O)NCc2nnc3cc(-c4nc(C5CC5)no4)ccn23)c1 | -4% | 4% | -6% | 1% | -5 | 10% | i
